# RT RNaseH block = HIV-1 RT RNase H inhibitors, primary screen, biochemical, fluorescence | Gag-Pol polyprotein (Human immunodeficiency virus type 1 group M subtype B (isolate … | RT-RNase H RNA/DNA duplex cleavage | inhibition, % at 10 µM | hit rate 1.9% among 65,000 | AID 565, 2006; in the data active = inhibition above about 50%
# RmlC RmlD mix = RmlC and RmlD coupled enzyme inhibitors, primary screen, biochemical, 384-well, compound mixtures, retest | RmlC/RmlD coupled enzyme inhibition, 384-well mixture HTS | inhibition, % at 5.5 µM | hit rate 0.39% among 110,000; in the data active = inhibition above about 30%, passing the limit was not always enough; inconclusive = no clear call, values can overlap the other calls; also: strong numbers were not always called active
# Active calls of the source: *; u = inconclusive; x = not tested or not shown. The list is partial; rates above refer to the full screens.
SMILES,RT RNaseH block,RmlC RmlD mix
CCOC(=O)N1CCC(NC(=O)C2CCC(CNS(=O)(=O)c3ccc(OC)cc3)CC2)CC1 (stereo unspecified),1,-11
O=C(CSc1nnc(-c2cccc(Cl)c2)o1)Nc1ccc2c(c1)OCCO2,x,-7
Fc1ccccc1OCCCCn1cncn1,-3,-12
Cc1ccc(C)c(S(=O)(=O)C(C#N)c2nc3ccccc3nc2N2CCCC2)c1 (stereo unspecified),2,-37
C/C(N)=C(/C#N)C(=O)CSc1n[nH]c(-c2ccccc2Br)n1,7,-11
N#CCSc1nnc(COc2cccc3ccccc23)n1-c1cccc(Cl)c1,-13,5
O=C(NCc1ccc(Cl)c(Cl)c1)c1ccco1,4,-7
O=C(CN1C(=O)C2C3C=CC(C3)C2C1=O)NCCC1=CCCCC1 (stereo unspecified),30,-11
CCOC(=O)C1=C(c2ccccc2)OC(N)=C(C#N)C1c1ccc(Cl)s1 (stereo unspecified),x,u
COc1ccc(-c2csc(N(CCCN(C)C)C(=O)c3cccs3)n2)cc1,-11,2
Cc1nn(C(=O)c2cc3sccc3[nH]2)c(C)c1C,-10,6
Nc1cc(-c2ccc(Br)cc2)nn1S(=O)(=O)c1ccccc1,-6,-15
CCOC(=O)C(/C=C(\C#N)C(=O)OCC)=C(/N)N1CCN(c2c(C)cccc2C)CC1,x,-13
C=CCn1c(SCC(=O)Nc2c(C)cccc2C)nnc1-c1ccncc1,-9,6
CCOCc1nc(C)c(Cl)c(NS(=O)(=O)c2ccc(N)cc2)n1,-5,-5
Cc1cc2[nH]c(=O)c3ccccc3n2n1,x,-3
O=C(CSCc1ccc(Cl)cc1)Nc1ccc2c(c1)OCO2,x,4
Cc1c(C2N3CC4(C)CN2CC(C)(C3)C4=O)c2ccccc2n1C (stereo unspecified),-4,2
Cc1c(C(=O)OCC(C)C)[nH]c2c1C(=O)CC(c1ccco1)C2 (stereo unspecified),2,-13
CC(C)c1ccc(/C=N/n2nnnc2Nc2ccccc2)cc1,x,-11
Cc1nnc(NC(=O)C(C)Sc2nncn2C)s1 (stereo unspecified),-5,3
CCN(CC)CCOC(=O)C1(c2ccccc2)CCOCC1,-2,-8
CCCN(CCO)Cc1cccc(Br)c1,2,3
Cn1c(SCc2nc(-c3ccc(Cl)cc3)no2)nnc1-c1ccco1,-32,-8
CCOc1ccc(OCC)c(NC(=O)Cn2cccc2)c1,-3,-7

# 3 compounds picked at random from those above:
SMILES,RT RNaseH block,RmlC RmlD mix
Cc1nnc(NC(=O)C(C)Sc2nncn2C)s1 (stereo unspecified),-5,3
Cn1c(SCc2nc(-c3ccc(Cl)cc3)no2)nnc1-c1ccco1,-32,-8
CC(C)c1ccc(/C=N/n2nnnc2Nc2ccccc2)cc1,x,-11

# Arranged by count of non-hydrogen atoms (smallest number first): part of the list above
SMILES,RT RNaseH block,RmlC RmlD mix
Nc1cc(-c2ccc(Br)cc2)nn1S(=O)(=O)c1ccccc1,-6,-15
CC(C)c1ccc(/C=N/n2nnnc2Nc2ccccc2)cc1,x,-11
C=CCn1c(SCC(=O)Nc2c(C)cccc2C)nnc1-c1ccncc1,-9,6

# Next entries
SMILES,RT RNaseH block,RmlC RmlD mix
O=c1ccc2cc(S(=O)(=O)N3CCN(c4cc(Cl)ccc4Cl)CC3)ccc2o1,x,6
CCNc1nc(NCC)nc(N(C)N)n1,x,5
O=C(CNS(=O)(=O)c1ccc(Br)s1)Nc1ccc2c(c1)OCCO2,1,7
CC(C)Cc1nc2oc3c(NCc4cccnc4)ncnc3c2c2c1CCC2,23,131
CC(C)CCn1c(N2CCc3ccccc3C2)nc2c1c(=O)[nH]c(=O)n2C,x,-9
O=C1CC(c2ccc(F)cc2)CC(O)=C1C1NCCc2ccccc21 (stereo unspecified),x,-15
COCCOCCn1c(CCCO)nc2ccccc21,-12,-16
CCOC(=O)c1ccc(N2N=C(C)/C(=C/C=C/c3ccco3)C2=O)cc1,x,-6
COc1ccc(OCC(=O)NCCc2ccc(S(N)(=O)=O)cc2)cc1,x,-14
O=C(O)C1CC(=O)N(CCc2c[nH]c3ccccc23)C1 (stereo unspecified),2,4
CSc1sc(C(=O)O)c2c1C(=O)CCC2,-5,11
Cc1ccc(NC(=O)CN2C(=O)S/C(=C/c3ccc(-c4cc(C(=O)O)ccc4C)o3)C2=O)cc1C,x,19
CN(C)c1c([N+](=O)[O-])ncn1C,x,14
CCOC(=O)c1cc2sccc2n1CC(=O)N1CCN(C(=O)c2ccco2)CC1,-3,1
CCN1CCN(Cc2ccc(NC(=O)c3cc(NC(=O)c4cncc(-c5ccc(C#N)cc5)c4)cc(OC)c3)cc2C(F)(F)F)CC1,x,2
O=C(CSc1nnc(C2CC2)n1Cc1ccccc1)NCc1ccccc1,x,-9
Cc1ccc2c(CN3CCC(C)CC3)cc(=O)oc2c1,x,-5
CC(C)Cc1nnc(NS(C)(=O)=O)s1,x,-11
O=C(CCN1CCCCCC1)Nc1ccc(F)cc1,-8,-5
COc1ccc(N2CCN(C(c3cccs3)c3nnnn3C3CCCC3)CC2)cc1 (stereo unspecified),20,-4
O=C(c1nc(-c2ccccc2)n(-c2ccccc2)n1)N1CCCCCC1,-5,-23
CCc1nc(OCCN(C)C)c2oc3ccccc3c2n1,-7,11
COC(=O)c1ccc(NC(=O)CC2C(=O)N(c3ccc(C)cc3)C(=O)N2CC(C)C)cc1 (stereo unspecified),x,1
CCOc1ccc(-c2nnc3ccc(SCC(=O)N4CCN(c5ccccc5)CC4)nn23)cc1,-25,x
CCC(C(=O)c1ccc(O)cc1)c1ccccc1 (stereo unspecified),-40,-4
# The results go on:
SMILES,RT RNaseH block,RmlC RmlD mix
C=CCNC(=O)Cn1nc(-c2ccccc2)ccc1=O,-3,-16
CC(C)Cc1c(O)nc(SCCN2CCOCC2)[nH]c1=O,-7,-11
CCOC(=O)c1ccc(N2C(=O)CC(N3CCC(Nc4ccc(F)cc4)CC3)C2=O)cc1 (stereo unspecified),x,0
CCOc1ccccc1N(CC(=O)NC(C)(C)C)C(=O)c1ccc(CN2CCOCC2)o1,-1,7
Cc1nn2c(N3CCN(C(=O)c4ccco4)CC3)cc(C(C)(C)C)nc2c1-c1ccccc1,31,-5
S=C1NCCOCCOCCOCCOCCNC(=S)NCCOCCOCCOCCOCCN1,x,6
CCN1C(=O)N[C@@H](c2cccc(F)c2)C(C(=O)OC)=C1C,x,7
O=C(NCCCN1CCOCC1)C1CC(=O)N(C2CCCCC2)C1 (stereo unspecified),-14,6
CC1CCCC(C)N1CCNC(=O)C1CCN(S(=O)(=O)N2CCCCC2)CC1 (stereo unspecified),-2,1
O=C(c1ccccc1)c1ccc2nc(N3CCCCC3)c3nncn3c2c1,-29,3
CCOc1ccc(CC(C(=O)NN)C(=O)NN)cc1CN(C)C,x,9
CCCCc1nc(SCC(=O)Nc2cc(C)on2)n[nH]1,27,5
COc1ccc(OC)c(NC(=O)c2ccccc2NS(=O)(=O)c2cccc3cccnc23)c1,x,9
Clc1cccc(COn2c(-c3ccc(Cl)cc3Cl)nc3ncccc32)c1,x,-10
CC1CCN(C(=O)CSc2nc(N)c3c4c(sc3n2)CN(C)CC4)CC1,5,-30
O=C(Nc1cccnc1)c1coc(=O)c2ccccc12,-5,61*
O=C(N/N=C/c1ccc[nH]1)c1cccnc1,x,6
C[C@@H](C(=O)NCc1ccccn1)[C@@H]1C[C@@]1(C)[C@@H](NC(=O)OCc1ccccc1)c1ccccc1,x,8
CCn1c(SCC(=O)Nc2ccc3c(c2)oc2ccccc23)nnc1-c1ccc(N)cc1,x,-1
COc1ccc2c(c1)cc1n2CCN=C1N,-4,13
O=C(COc1ccccc1-c1ccccc1)N/N=C/c1cccc2ccccc12,x,8
O=S(=O)(c1ccccc1)c1nc(-c2ccccc2)oc1N1CCCCC1,x,-16
CC1=C(C(=O)NCCCOC(C)C)C2(CCC(C)CC2)OC1=O (stereo unspecified),-16,-12
OC[C@H]1O[C@@H](Oc2cc(O)cc(/C=C/c3ccc(O)cc3)c2)[C@H](O)[C@@H](O)[C@@H]1O,x,-14
Cc1cc(C)c2nc(N3CCC(C(=O)N4CCCC4)CC3)sc2c1,2,7
# New compounds follow:
SMILES,RT RNaseH block,RmlC RmlD mix
CCCCCn1c(C(Cc2ccccc2)NC(=O)COC)nc2ccccc21 (stereo unspecified),x,-12
CCN(CC)CCCn1c(=S)[nH]c2ccccc2c1=O,8,21
Clc1cccc(OCCn2cncn2)c1Cl,-13,6
Cc1cc(C(F)(F)F)nn1CC(=O)NNC(=S)Nc1ccc(Cl)cc1,x,-91
CCC(=O)N1CCc2cc(S(=O)(=O)NC(Cc3ccccc3)C(=O)NC3CCCC3)ccc21 (stereo unspecified),-10,-6
Cc1ccc(NC(=O)c2c(C)nn(-c3ccccc3)c2Cl)c(C)c1,x,-7
c1ccc(-c2nc3ccccc3s2)nc1,15,6
Cn1cccc1Cc1nnc(SCC(=O)N2CCc3ccccc32)n1-c1ccc(F)cc1,-12,-11
COC(=O)c1ccc(CN2CCN(Cc3ccccc3)CC2)cc1,-7,0
CCSc1nc2ccccc2n1C(=O)/C=C\c1ccc(OC)c(OC)c1,x,1
CC(C)c1nc2oc3c(NCC4CCCO4)ncnc3c2c2c1COC(C)(C)C2 (stereo unspecified),-1,x
O=C(O)/C(=C\c1ccco1)NC(=O)c1cccc2ccccc12,x,20
COc1cc(CSc2nnnn2-c2ccc(C)cc2)cc(OC)c1OC,-3,5
COc1ccc(OC)c(C(=O)CC2OC(=O)c3ccccc32)c1 (stereo unspecified),-47,0
CN[C@H]1C[C@H]2O[C@@](C)([C@H]1OC)n1c3ccccc3c3c4c(c5c6ccccc6n2c5c31)C(=O)NC4,x,u
CN1CCN(c2nc(C#N)cc(-c3ccccc3)n2)CC1,x,3
COc1ccc(C(C)=O)cc1CN1C(=O)NC2(CCCCC2C)C1=O (stereo unspecified),x,-11
Cc1ccc(N2CC(C(=O)NCCC(C)C)CC2=O)cc1 (stereo unspecified),2,-3
O=C(NCCO)c1ccc2c3n(nc2c1)-c1ccc(Cl)cc1CO3,x,-6
N#Cc1cc(Oc2ccc(Cl)cc2)c(N2CCOCC2)cc1C#N,x,79
O=S(=O)(c1cccs1)N1CCN(Cc2nc3ccccc3s2)CC1,-23,-15
O=C(O)CSC(C(=O)Nc1ccc(C(F)(F)F)cc1)c1ccccc1 (stereo unspecified),x,7
COc1ccc(CN2CC(C(=O)NCCN3CCOCC3)CC2=O)cc1 (stereo unspecified),-14,4
CC(C)C[C@@H](CSc1ccc(Br)cc1)N1CCN(CCc2ccccc2)CCC1=O,x,7
CCOc1cccc(OCCOCCn2cnc3ccccc3c2=O)c1,x,-15

# Next part (five carried over from the part before).
SMILES,RT RNaseH block,RmlC RmlD mix
O=S(=O)(c1cccs1)N1CCN(Cc2nc3ccccc3s2)CC1,-23,-15
O=C(O)CSC(C(=O)Nc1ccc(C(F)(F)F)cc1)c1ccccc1 (stereo unspecified),x,7
COc1ccc(CN2CC(C(=O)NCCN3CCOCC3)CC2=O)cc1 (stereo unspecified),-14,4
CC(C)C[C@@H](CSc1ccc(Br)cc1)N1CCN(CCc2ccccc2)CCC1=O,x,7
CCOc1cccc(OCCOCCn2cnc3ccccc3c2=O)c1,x,-15
O=C(COc1ccccc1Cl)N1CCN(c2ccc(F)cc2)CC1,-33,4
Cc1occc1-c1nnc(SCC(=O)N2CCOCC2)n1CC(C)C,x,8
CCC(C)NC(=O)c1ccccc1NC(=O)CN1C(=O)c2ccccc2S1(=O)=O (stereo unspecified),-3,-12
Cn1c(=O)[nH]c(=O)c2[nH]c(CN3CCN(Cc4ccccc4)CC3)nc21,-7,6
COc1ccccc1N1CCN(CC(=O)Nc2ccc(CN3CCCCC3)cc2)CC1,6,-12
CCCc1nc(SCc2ccccc2Cl)n[nH]1,x,-9
COCCNC(=O)c1c(NC(=O)c2nc(SC)ncc2Cl)sc2c1CCCC2,x,2
O=C(CN1CCN(S(=O)(=O)c2ccc(F)cc2)CC1)Nc1cc(C(F)(F)F)ccc1Cl,-17,11
O=C(CSc1ccc2c(c1)OCCO2)NC(=O)NC1CCCC1,-18,u
COC(=O)C1=C(C(=O)OC)[C@@H]2N(C)c3ccc(OC)cc3[C@@]23C[C@@H](C(=O)OC)N(C(=O)NCCBr)C3=N1,x,6
Cc1cc(C)n2nc(SCC(=O)N(C(C)C)C(C)C)nc2n1,-10,-12
Cc1nc(N2CCN(c3ncccn3)CC2)c2oc3ccccc3c2n1,-7,x
COc1ccc(S(=O)(=O)N2CCN(c3ccc4nnc(-c5ccccc5)n4n3)CC2)cc1,x,-9
CC(NC(=O)c1ccco1)C(=O)N1CCc2ccccc2C1 (stereo unspecified),x,1
O=C(OCC(=O)N1CCCC1)c1cncc(Br)c1,-4,x

# Profiles, looked up by structure. Order of screens: RT RNaseH block	RmlC RmlD mix
# Record of COc1ccccc1N1CCN(CC(=O)Nc2ccc(CN3CCCCC3)cc2)CC1 : 6	-12
# Record of CCC(C)NC(=O)c1ccccc1NC(=O)CN1C(=O)c2ccccc2S1(=O)=O (stereo unspecified) : -3	-12

# Assay outcomes (PubChem BioAssay)
